Screening results as filed in PubChem.
P. falciparum M17LAP: P. falciparum M17LAP inhibitors, primary screen, biochemical, fluorogenic H-Leu-NHMec substrate, 1536-well (AID 1619). recombinant M17LAP, H-Leu-NHMec fluorogenic kinetic assay; higher % means a stronger effect. inhibition, % at 30 µM, or IC50 in µM where a hit was titrated. 0.38% of 220,000 active;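 active = compound inhibiting the enzyme by more than half at any dose during confirmatory dose-response retesting; inconclusive = strong single-dose inhibitors picked by rank but not retested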;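 also: plate controls were full reaction with DMSO carrier for no effect and no enzyme background for full effect; strong numbers were not always called active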
b-catenin transl: modulators of beta-catenin nuclear translocation; HeLa beta-catenin nuclear translocation, immunofluorescence imaging; nuclear translocation activity, % at 5 µM; 0.3% of 190,000 active; AID 1665;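 active = nuclear translocation activity above 50% at 5 µM, with a well cell count of 50 or more; inconclusive = wells under 50 cells across six images, flagged as toxic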;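 also: per-cell ratio of nuclear to cytoplasmic median beta-catenin stain intensity; plate controls were DMSO negative control for no effect and GSK-3 inhibitor IX positive control for full effect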
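Test system: HeLa cells, endogenous beta-catenin; Compound: single 5 µM dose plus 0.02–20 µM confirmation series; Times: compound exposure 24 h at 37°C; Signal: fluorescence imaging of beta-catenin antibody stain plus DAPI; Read-out: % activation, nuclear-to-cytoplasmic median beta-catenin signal ratio per cell.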
Insulin prom up: MIN6 insulin promoter up-regulation; MIN6 insulin promoter-GFP reporter, high-content imaging; stronger effect = higher value; z-score at 5 µM; 0.3% of 190,000 active; AID 1625;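 active = z-score above 3 at 5 µM with at least 500 cells counted in the well; inconclusive = wells under 500 cells, flagged as cytotoxic or low count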
HEK293 NOD2/NF-kB: inhibition of NOD2-driven NF-kB reporter – cell-based, luminescence, uHTS, HEK293 (AID 1566); inhibition, % at 4 µM, or EC50 in µM where a hit was titrated; HEK293 NOD2/NF-kB luciferase reporter, luminescence; higher % means a stronger effect; 0.63% of 290,000 active; in the data active = inhibition above about 50%; also: many of its hits are not listed in these tables
MT stabilize HCS: microtubule stabilization, imaging screen | % tubulin-high responders, % at 10 µM | HeLa tubulin immunostaining HCS, 24 h; share of cells brighter than vehicle mean+2SD | 0.83% of 200,000 active;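 active = plate Z-score above 3 for both tubulin-high and condensed-nucleus cell shares, with cell loss under 80%, at 10 µM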;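 also: anti alpha tubulin signal scored within the nucleus-defined area of each cell; some results filed as inactive read as strong as hits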
NOD1 NF-kB reporter: NOD1 signaling inhibitors, primary screen, cell-based, luminescence, uHTS (AID 1578); inhibition, % at 4 µM; hits with a dose series show EC50 in µM; 1% of 290,000 active; NOD1-driven NF-kB luciferase reporter cells, luminescence; higher % means a stronger effect; in the data active = inhibition mostly above about 36%, no sharp cut-off; inactive = mostly below about 34%;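 also: HEK-293T reporter cells stimulated with the NOD1 agonist gamma-tri-DAP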
Autophagy HCS: autophagy modulation, high-content screen; MEF GFP-LC3 puncta imaging; test concentration mostly 10 µM; calls only at 10 µM (by protocol); 0.98% of 190,000 active; AID 463193;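 active = percentage of spot-positive cells more than 3 SD above its plate mean, without a fluorescence outlier flag or 80% toxicity; inconclusive = no clear call, values can overlap the other calls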;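 also: spot-positive cell cutoff set from DMSO-treated cells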
Dynein cargo inh: dynein cargo transport inhibition; 3617.4 mouse cells, GR-EGFP nuclear translocation imaging; test concentration mostly 20 µM; stimulated with dexamethasone, 1 µM; stronger effect = lower value; z-score, hits read low; 0.47% of 220,000 active;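 active = plate z-score of nuclear minus cytoplasmic receptor signal below a set negative limit, without overly bright fluorescence or cell loss, cut at about -3.5 in these data, passing the limit was not always enough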;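 also: z-score of nuclear minus cytoplasmic ring GR-EGFP intensity difference per well; some compounds called inactive have numbers as strong as hits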
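Medium: Induction medium lacking tetracycline, stripped serum | Probe or stimulus: 1.0 µM final dexamethasone stimulus | Schedule: 48 h induction, then 1 h compound, then 30 min agonist, 37 °C | Signal: Automated 10x imaging of fixed Hoechst-stained cells | Evaluation: Per-cell GR-EGFP intensity, nucleus versus surrounding cytoplasmic ring, well-averaged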
Yfh1-depleted yeast: mitochondrial function rescue without frataxin homolog – Friedreich's ataxia, plus single-dose screen, dose response (AID 1465); S. cerevisiae Yfh1-off respiration, WST-1 reduction, 72 h; higher fold induction means a stronger effect; one-dose fold induction at 50 µM; EC50 in µM for titrated hits; 0.074% of 220,000 active;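 active = fold induction of absorbance versus untreated yeast above a set limit, then at least 30% activation at any dose in follow-up; inconclusive = repeats straddling the limit, or above it without dose testing; inactive = fold induction below the set limit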;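 also: activators that raise dye reduction in frataxin-depleted yeast; strong numbers were not always called active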
Dynein cargo inh cytoplasmic EGFP: second read-out of Dynein cargo inh, no call of its own (marks repeat the call); z-score; measured here: cytoplasmic GR-EGFP intensity; stronger effect = higher value
Dynein cargo inh nuclear GR-EGFP: second read-out of Dynein cargo inh, no call of its own (marks repeat the call); z-score; measured here: nuclear GR-EGFP intensity;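 lower value marks the stronger effect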
Dynein cargo inh cell count: second read-out of Dynein cargo inh, no call of its own (marks repeat the call); z-score; measured here: cell count per field
Insulin prom up cell count: second read-out of Insulin prom up, no call of its own (marks repeat the call); cell count; measured here: cytotoxicity, nuclei count;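 total cells summed across four imaged fields per well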
b-catenin transl cell count 5 µM: recorded beside b-catenin transl, whose call it bears; cell count; measured here: cell count, cytotoxicity flag
MT stabilize HCS Hoechst-high %: also measured in MT stabilize HCS; calls as there; % Hoechst-high responders; measured here: nuclear condensation Hoechst responders;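 share of cells brighter than vehicle mean plus two SD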
MT stabilize HCS cytotoxicity %: also measured in MT stabilize HCS; calls as there; toxicity, %; measured here: cytotoxicity by cell density;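 0% = mean cell density of plate MIN control wells and 100% = no cells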
Autophagy HCS cell loss 18 h: recorded beside Autophagy HCS, whose call it bears; toxicity, %; measured here: cell loss, nuclei count;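 cell loss after 18 h compound exposure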
Numbers without * were called inactive; i = inactive; ? = inconclusive; · = no result given. Some of the compounds tested (hit frequency here may not be typical).

SMILES	P. falciparum M17LAP	b-catenin transl	b-catenin transl cell count 5 µM	Insulin prom up	Insulin prom up cell count	HEK293 NOD2/NF-kB	MT stabilize HCS	MT stabilize HCS Hoechst-high %	MT stabilize HCS cytotoxicity %	NOD1 NF-kB reporter	Autophagy HCS	Autophagy HCS cell loss 18 h	Dynein cargo inh	Dynein cargo inh cytoplasmic EGFP	Dynein cargo inh nuclear GR-EGFP	Dynein cargo inh cell count	Yfh1-depleted yeast
Cc1cc(Cl)c(S(=O)(=O)Nc2cc(S(=O)(=O)N3CCOCC3)ccc2F)cc1OCC(N)=O	15%	0.2	1494	0.01	1553	17%	2.5	1.9	4.7	-12%	i	-3	1.2	-0.22	-0.16	-0.36	i
O=C(Nc1ccccc1)Nc1ccccc1C(=O)NCCCN1CCOCC1	-5%	-2.2	1145	-0.47	1476	12%	·	·	·	4%	·	·	-0.083	-0.21	-0.16	-0.16	i
O=[N+]([O-])c1ccc(N2CCN(S(=O)(=O)c3ccc(Cl)cc3)CC2)cc1NCc1cccnc1	6%	-0.2	1008	-0.54	1915	26%	1.8	1.2	9.3	-20%	i	9	-0.39	-0.24	-0.6	0.53	?
CC(=O)NC(CCCN1C(=O)c2ccccc2C1=O)c1nnn(C)n1 (stereo not given)	9%	0.6	544	0.18	1291	7%	3.7	2.4	6.0	-15%	i	4	-0.43	-0.13	0.39	0.31	i
COc1cc(C(=O)NC2CC3CCCC(C2)N3C2CC2)cc(OC)c1OC (stereo not given)	12%	-9.7	1039	-0.95	1571	-1%	3.5	3.3	0.4	8%	i	-4	0.68	-0.24	0.56	0.64	i
CC1CCN(S(=O)(=O)c2ccc(NC(=O)Cn3nnc(-c4ccccc4)n3)cc2)CC1	14%	-0.8	987	0.32	1170	-17%	1.7	1.5	8.7	-3%	i	1	-0.097	-0.094	-0.24	0.44	i
Cc1ccc(C(=O)c2nc3c(n2O)CCCC3)cc1	13%	·	·	0.94	866	-10%	2.1	2.0	8.5	-5%	i	-4	0.18	-0.31	-0.16	0.52	i
O=C1CC(N2CCN(c3ccc(O)cc3)CC2)C(=O)N1Cc1cccs1 (stereo not given)	10%	-0.3	1090	-0.17	1847	-47%	2.0	1.6	11	-52%	i	9	-1.4	0.065	-0.42	0.37	i
O=C1C=C(NCCN2CCOCC2)CC(c2ccccc2)C1 (stereo not given)	8%	6.3	1343	0	1675	12%	4.8	3.3	7.5	-2%	i	3	-0.87	-0.33	-0.33	0.57	i
COC(=O)c1nc(N)sc1C(C)C	0%	0.1	1555	·	·	29%	1.7	1.0	12	-1%	i	-26	-0.52	-0.31	-0.072	0.84	i
Cc1nn(C)cc1CNC(=O)c1ccc(F)cc1	8%	·	·	-0.2	1223	-2%	2.1	2.9	9.8	-28%	i	4	-0.028	-0.27	-0.13	0.72	i
COc1ccc(-c2nc(CNS(=O)(=O)c3ccc(OC)c(OC)c3)cs2)cc1	5%	-3.7	1144	-0.92	1952	10%	5.8	3.1	1.1	-8%	i	2	-0.2	-0.29	-0.016	0.52	i
O=c1c2ccccc2nc(SCc2ccc([N+](=O)[O-])cc2)n1-c1ccccc1	-8%	-0.6	1367	-0.85	1561	17%	2.3	0.7	8.1	17%	i	1	-0.35	-0.22	-0.57	0.059	i
FC(F)(F)c1nnc2c(Sc3ccc(Cl)cc3)nc3ccccc3n12	3%	-2.1	1168	-0.6	1063	-56%	57	0.7	42	24%	i	0	3.1	-0.061	1.4	-1.9	i
C/C(=N/NC(=O)c1ccccc1)C(=O)O	24%	0.7	1503	-0.82	1651	-12%	1.9	1.7	9.2	-23%	i	-2	0.53	-0.082	0.64	-0.65	i
CCC(C(=O)NCc1ccccc1OC)c1ccccc1 (stereo not given)	-9%	-2.6	1057	-0.55	1224	-25%	1.4	1.7	8.2	-41%	i	23	-0.84	-0.19	-0.51	-0.26	i
COCCCN(Cc1ccco1)C(=O)Cn1ncc2c(=O)oc3ccc(C)cc3c21	2%	-0.5	1311	-0.23	1030	18%	·	·	·	6%	·	·	-0.22	-0.13	0.52	0.49	i
O=C(NCc1ccccc1Cl)c1ccc(CSc2nc3ccncc3[nH]2)cc1	-7%	-0.2	1272	-0.92	1074	13%	·	·	·	-3%	·	·	0.69	-0.18	0.58	-0.71	i
COc1ccc(CCn2ccc(O)c(Cc3ccc(Cl)cc3Cl)c2=O)cc1OC	-5%	-0.8	1516	0.67	1537	0%	4.4	1.8	2.7	-3%	i	2	-1.1	-0.29	-0.45	1	i
COc1ccc(C(=O)Nc2ccc(S(=O)(=O)NC(C)C)cc2)cc1	-3%	-4.8	1181	·	·	3%	3.3	1.3	4.0	-20%	i	-15	-0.19	-0.087	0.1	0.22	i
CSC(=S)N(C)C1CCS(=O)(=O)C1 (stereo not given)	1%	2.3	1025	-0.19	1406	-3%	2.1	4.8	8.0	8%	i	1	-0.17	-0.26	0.32	1.1	i
CCOC(=O)c1c(C=O)c(C)n(Cc2ccc(C)cc2)c1C	0%	·	·	0.94	940	4%	5.8	1.5	2.4	28%	i	27	-0.32	0.42	0.091	0.67	i
COCC(=O)Nc1c(C(=O)Nc2ccccc2OC)oc2ccccc12	-5%	-1.1	1047	-0.14	1693	-14%	1.7	1.7	8.1	-29%	i	-10	0.37	-0.11	0.98	-1.2	i
CC1CC(=O)Nc2ccccc2N1S(=O)(=O)c1ccccc1 (stereo not given)	11%	0.8	1104	-0.14	1732	2%	1.6	1.8	1.7	24%	i	-2	0.19	-0.19	-0.2	0.018	i
COc1cccc(-n2nc(-c3ccnn3-c3cccc(Cl)c3)c(=O)n(C)c2=O)c1	-2%	-1.1	1289	-1.5	1110	40%	·	·	·	8%	·	·	0.3	-0.27	0.75	-0.46	i
CCOC(=O)c1c(NC(=O)CNCC(O)CO)sc(C)c1C (stereo not given)	2%	-2.5	1025	0.65	1550	3%	5.5	2.5	2.1	-3%	i	15	0.13	-0.19	0.43	0.37	i
Cc1nc2sc3c(c2c(=O)n1NC(=O)CCl)CCCC3	-1%	-0.4	947	0.52	1310	4%	2.7	1.7	6.1	16%	i	6	-0.48	-0.3	-0.3	0.59	i
Cc1nnc(SCCn2c(N3CCN(C)CC3)nc3c2c(=O)n(C)c(=O)n3C)s1	4%	-9.2	1211	-0.48	1254	10%	2.4	2.5	14	1%	i	12	2.6	-0.043	2.7	-3.1	i
O=C(O)COc1ccc(/C=C/c2ccc3cccc([N+](=O)[O-])c3n2)cc1	23µM*	·	·	0.07	1144	-6%	2.5	3.1	11	-39%	i	-3	-0.68	-0.32	-0.68	0.54	i
O=C(Nc1cc(S(=O)(=O)N2CCCC2)ccc1Cl)C1=COCCO1	-2%	·	·	0.93	977	8%	1.9	1.7	9.7	-7%	i	-1	-0.3	-0.15	-0.35	0.57	i
Cc1ccc(SCCNC(=O)c2cccc([N+](=O)[O-])c2C)cc1	0%	9.7	1358	-1.1	1291	-15%	5.7	2.8	5.3	2%	i	7	1	0.13	1.3	-0.25	i
CC(C)=NNc1cc([N+](=O)[O-])cc2c1C(=O)N(C)S2=O (stereo not given)	-3%	-4.9	1012	-0.09	1311	8%	2.1	1.4	4.4	-8%	i	8	1.3	0.035	1.3	-2.3	i
CC(=O)NC(=S)NNC(=O)CCc1ccccc1	21%	1.1	914	0.33	1595	-13%	3.3	3.5	9.9	7%	i	5	-0.19	-0.24	0.24	-0.065	i
CCOC(=O)c1sc(N)nc1C(C)C	5%	-0.6	1384	0.57	1602	18%	2.5	1.6	6.7	-2%	i	-21	0.22	-0.24	0.63	0.88	i
CCNC(=S)N1CCN(C(c2ccccc2)c2ccccc2)CC1	-8%	-1.0	1121	1.2	1687	2%	1.1	1.0	6.8	29%	i	17	·	·	·	·	i
CCCc1cc(C(=O)Cc2ccc(C(=O)OCC)o2)c(O)cc1O	14%	·	·	·	·	13%	2.3	2.3	6.5	34%	i	-17	-0.48	-0.13	-0.21	0.3	i
C=CCN(CC=C)Cc1c(C)[nH]c2c(C)c(C)ccc2c1=O	·	0.0	1035	-0.39	1456	10%	1.5	0.9	1.6	-30%	i	-18	2.1	-0.089	1.6	-1.7	i
COC(=O)c1ccccc1NC(=O)c1ccc2c(c1)C(=O)N(Cc1ccco1)C2=O	·	·	·	·	·	·	4.1	2.9	5.4	·	i	0	0.18	-0.22	0.51	-0.28	i
COc1ccc(NC(=O)CC(C)=O)c(OC)c1	5%	-0.1	1257	-0.75	965	16%	·	·	·	-2%	·	·	0.44	-0.016	0.94	-0.94	i
Cc1cc(C)c2c(CC(=O)NC(C)C)coc2c1	11%	0.0	1035	1.5	1270	9%	2.1	2.5	1.5	8%	i	-1	-0.82	-0.23	-0.38	1.3	i
O=C(Nc1ccc(Oc2cccnc2)cc1)c1ccc([N+](=O)[O-])cc1	8%	-0.3	957	0.23	1603	34%	2.3	2.5	6.7	4%	i	-7	0.06	-0.11	-0.35	0.23	i
